Fh CTSL1 inh = counter-screen for PFM18AAP inhibitors: inhibitors of F. hepatica cathepsin L1; recombinant F. hepatica cathepsin L1, Z-Leu-Arg-MCA fluorescence; inhibition, % at 5.96 µM; 300,000 compounds, 0.49% hits; AID 1906;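 active = inhibition above the mean of all tested compounds plus 3 SD, set per screening campaign, cut at about 17% in these data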;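 note: 0% = plate median of test compound wells and 100% = 1 µM Z-Phe-Ala-diazomethylketone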
GASC-1 inh = blocks human GASC-1 demethylase activity | Q9H3R0 | GST-JMJD2C(1-420) H3K9me3 demethylation, DELFIA europium | inhibition, % at 2.35 µM | 330,000 compounds, 0.069% hits;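 active = more than half of a compound's replicate wells show inhibition beyond 50%, single wells judged on their own value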;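 note: signal counts dimethyl H3K9 product captured on neutravidin plate; 0% = median of DMSO wells and 100% = 0.3 times that DMSO median; strong numbers were not always called active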
PP5 inh = inhibitors of human protein phosphatase 5 (PP5); P53041; purified PP5c, OMFP substrate fluorescence; inhibition, % at 6.7 µM; 320,000 compounds, 0.18% hits; AID 1987;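 active = inhibition above the campaign's mean inhibition across all tested compounds plus 3 SD, cut at about 9.5% in these data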;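 note: 0% = DMSO only and 100% = 100 µM cantharidin control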
HCV core dimer = HCV core protein dimerization inhibition | TR-FRET GST/Flag-core106 dimerization, 1536-well | inhibition, % at 5 µM | 300,000 compounds, 0.33% hits | AID 1899;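 active = inhibition above the mean of all tested compounds plus 3 SD, set per screening campaign, cut at about 45% in these data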
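Test system: GST/Flag-tagged HCV core106 proteins; Medium: KF-containing HEPES buffer, pH 7.45, DTT, CHAPS, BSA; Times: compound-protein-antibody incubation 4 h at 22.5 °C; Detection: TR-FRET 671 and 617 nm emission; Benchmarks: wells lacking GST-core106 and wells with excess unlabelled core106.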
Yeast superoxide = yeast age-related superoxide inhibition as caloric restriction mimetic; superoxide response (% of plate mean), % at 10 µM; 330,000 compounds, 0.18% hits; AID 2690; S. cerevisiae aged cells, superoxide DHE fluorescence; stronger effect = lower value;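 active = superoxide response under a set limit, about three screen SD below normal, cut at about 65% in these data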;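 note: yeast aged for seven days with compound at 30 °C before DHE staining; 100% = average MFI of all compound-treated wells on the plate with controls excluded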
PP1 inh = counter-screen for PP5 inhibitors: inhibitors of human PP1-alpha | inhibition, % at 6.7 µM | 320,000 compounds, 0.9% hits | purified PP1alpha, OMFP fluorescence | AID 2235;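 active = inhibition above the mean inhibition of all tested compounds plus 3 SD, computed separately for each screening campaign, cut at about 15% in these data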
Target sequence (P62136 whole entry, looked up): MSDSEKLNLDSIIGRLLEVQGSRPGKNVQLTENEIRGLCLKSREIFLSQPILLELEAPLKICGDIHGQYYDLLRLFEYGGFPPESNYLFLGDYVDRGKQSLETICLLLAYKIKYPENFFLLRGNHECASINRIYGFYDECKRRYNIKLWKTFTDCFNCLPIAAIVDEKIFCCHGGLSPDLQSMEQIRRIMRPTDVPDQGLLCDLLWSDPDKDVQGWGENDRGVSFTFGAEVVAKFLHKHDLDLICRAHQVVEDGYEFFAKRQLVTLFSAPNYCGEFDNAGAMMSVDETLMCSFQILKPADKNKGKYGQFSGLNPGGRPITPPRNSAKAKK
TPT1 inhibitor = C. albicans TPT1 enzyme inhibition | recombinant caTPT1, FP RNA substrate dephosphorylation | inhibition, % at 5 µM | 300,000 compounds, 0.81% hits;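 active = inhibition above the mean of all tested compounds plus 3 SD, set per screening campaign, cut at about 24% in these data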;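 note: plate controls were DMSO alone for no effect and ferristatin control at 100 nM for full effect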
ZTA DNA inh = counter-screen for EBNA-1 inhibitors: inhibitors of Epstein-Barr virus ZTA; P03206; inhibition, % at 11 µM; ZTA-DNA binding, fluorescence polarization; 320,000 compounds, 0.15% hits; in the data active = inhibition above about 33%
Target sequence (P03206 whole entry, looked up): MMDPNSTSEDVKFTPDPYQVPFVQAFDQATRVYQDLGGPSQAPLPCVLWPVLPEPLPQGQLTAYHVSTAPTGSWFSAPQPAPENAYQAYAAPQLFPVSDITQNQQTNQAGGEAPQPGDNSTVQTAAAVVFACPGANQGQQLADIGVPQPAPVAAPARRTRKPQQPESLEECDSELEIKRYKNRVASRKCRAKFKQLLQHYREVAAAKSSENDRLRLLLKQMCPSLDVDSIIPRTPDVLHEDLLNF
EBNA-1 inh = blocks EBNA-1 binding to DNA; EBNA-1 DNA binding, fluorescence polarization; inhibition, % at 14.8 µM; 300,000 compounds, 0.34% hits; AID 1950; in the data active = inhibition above about 28%
An asterisk follows results filed as active; / = no result given; & = joins results of further samples.

Every second line gives: Fh CTSL1 inh	GASC-1 inh	PP5 inh	HCV core dimer	Yeast superoxide	PP1 inh	TPT1 inhibitor	ZTA DNA inh	EBNA-1 inh
1: Cc1ccc(CN(c2ccc(C(=O)N3CCCC3)cc2)S(C)(=O)=O)cc1
    0	3	0.5	4	89	6	-1	7	3
2: COc1cccc(NC(=O)C2CC(=O)N(Cc3ccco3)C2)c1 (stereo not drawn)
    /	-6	-0.8	/	99	-5	/	8	/
3: CC(C)c1ccc(CNC(=O)CSCC(=O)Nc2ccc3ccccc3c2)cc1
    0	-12	4.6	1	110	-3	1	0	-5
4: CCN(CC(O)Cn1c2ccccc2c2ccccc21)S(=O)(=O)c1ccc(C)cc1 (stereo not drawn)
    1	7	4.0	14	110	1	2	-3	5
5: COC(=O)c1ccc(CN(c2ccc(C(=O)O)c(O)c2)S(=O)(=O)c2ccc(Cl)c([N+](=O)[O-])c2)cc1
    0	3	5.0	23	99	10	5	0	-7
6: CCOC(=O)c1c(S(=O)(=O)NCc2cccs2)c(C)n(C)c1C
    -6	7	0.5	-2	88	-1	-3	-5	13
7: Cc1csc(NC(=O)c2cc3c(s2)CCC3)n1
    -1	1	3.7	3	100	-1	-2	4	6
8: O=C(O)c1ccccc1C(=O)c1cccc2ccccc12
    -13	0	2.2	6	82	0	1	7	6
9: COc1ccc(N2CCN(CCNC(=O)CCCn3c(=O)[nH]c4cc(Cl)ccc4c3=O)CC2)cc1
    -2	-17&4	0.3	-1	106	-6	5	24	-6
10: CC(OC(=O)c1ccc(OCC2CCCO2)cc1)C(=O)N(C)Cc1ccccc1 (stereo not drawn)
    3	0	-2.2	3	99	0	2	18	1
11: Cc1cc(C)n2cc(CSc3ncccc3C(=O)O)nc2n1
    6	-15	-0.8	0	115	1	-2	9	-9
12: N/C(=N\OC(=O)c1ccc2c(c1)OCO2)c1cccnc1
    1	-6	-0.6	7	95	-2	-2	15	7
13: O=C(c1ccc(Br)o1)N1CCN(c2ccc(F)cc2)CC1
    -4	-1	0.5	-3	104	0	-3	7	-2
14: O=C(CCc1nnc2ccc(NCc3ccccc3)nn12)NCC1CCN(C2CCCC2)C1 (stereo not drawn)
    3	-5	-1.0	10	104	-2	1	-3	9
15: CC(C)(C)n1nc2c(c1NC(=O)Cc1cccs1)CSC2
    -2	-3	3.1	22	117	-2	-2	7	2
16: COc1cccc(-c2nnc(NC(=O)c3cccs3)s2)c1
    3	6	2.2	5	104	10	-1	-2	13
17: Cc1ccc2nc(SCC(=O)Nc3cccc([N+](=O)[O-])c3)[nH]c2c1
    4	0	3.6	2	123	5	0	3	-6
18: Cc1cc(NC(=O)C2C3C(=O)N(CCC(C)C)C(C(=O)NCc4ccccc4)C34C=CC2(C)O4)no1 (stereo not drawn)
    3	3	-0.5	0	99	-1	1	2	2
19: COCCNC(=O)/C(C#N)=C/c1cccc(/C=C(\C#N)C(=O)NCCOC)c1
    -2	0	2.4	-7	101	2	2	3	0
20: CCN(CC)c1ccc(NC(=O)c2ccco2)cc1
    6	-4	-1.6	-14	83	-3	-5	2	1
21: OC(CNCC1CCCO1)Cn1c2ccccc2c2ccccc21 (stereo not drawn)
    0	-4	1.5	-10	92	4	-4	-6	1
22: Cc1ccc2nc(-c3cccnc3)c(Nc3ccccc3C)n2c1
    -8	10	1.9	4	104	-2	-3	4	-10
23: O=C(CN1CCN(C(=O)CNC(=O)c2ccc(N3CCCC3=O)cc2)CC1)Nc1ccccc1Cl
    /	5	0.6	/	93	-1	/	-22	/
24: COc1cc(C(=O)Nc2nc3ccccc3[nH]2)ccc1OC(F)F
    6	-14	1.6	1	95	-3	0	-8	-2
25: COCCCn1c(SCC(=O)N2CCOCC2)nc2cc(Cl)ccc2c1=O
    /	4	1.9	/	111	-2	/	-6	/
26: COCCOC1CCN(C(=O)c2cc(COc3ccc(-n4cncn4)cc3)on2)CC1
    0	5	-2.2	-3	102	-3	2	1	3
27: Cc1cc(C)n2nc(SCC(=O)N(C)Cc3ccccc3)nc2n1
    1	-2&2	3.2	-1	86	0	1	-18	-12
28: Nc1ccccc1N=Cc1ccc(-c2cccc(Cl)c2)o1
    4	0	5.7	11	75	0	9	5	-21
29: S=C(NCc1ccco1)Nc1cc(Cl)c(Cl)cc1Cl
    1	-2	2.9	-2	115	4	1	11	10
30: COc1cc(C(=O)N2CCc3ccccc32)c([N+](=O)[O-])cc1OC
    3	10	2.0	-12	94	4	-3	-12	1
31: O=C(O)c1ccc(N2CCc3ccccc32)c([N+](=O)[O-])c1
    0	6	-0.8	-7	108	1	-3	20	8
32: O=C(O)Cc1cccc2ccccc12
    /	14	1.8	/	81	-4	/	-14	/
33: NS(=O)(=O)c1ccc(Nc2nc(-c3cccc([N+](=O)[O-])c3)cs2)cc1
    2	6	1.7	1	92	2	-3	5	-3
34: C(=C\c1ccccc1)/CN1CCN(Cc2ccc3c(c2)OCO3)CC1
    -1	-4	2.9	8	103	2	-2	-2	-1
35: O=S(=O)(c1ccc(=S)[nH]c1)N1CCCCCC1
    /	/	2.9	/	105	0	/	-12	/
36: COc1cccc(NC(=O)CN(C)C(=O)c2oc3c(ccc4ccccc43)c2C)c1
    4	-3	6.2	5	98	-1	1	4	3
37: COc1cc(CCNc2ccc3nnc(-c4ccccc4)n3n2)cc(OC)c1OC
    3	-8	-0.4	7	87	3	-1	-1	-3
38: Cc1ccc2nc(Nc3nc(C)cc(C(F)(F)F)n3)nc(C)c2c1
    0	13	-1.8	-3	106	-2	3	-4	5
39: CSCC[C@H](NC(=O)[C@@H]1CSC2c3ccccc3C(=O)N21)C(=O)N1CCC[C@H]1CO (stereo partly drawn)
    4	-1	-1.6	-1	88	-1	-1	2	6
40: CC(C(=O)N(C)CC(=O)Nc1ccccc1C(F)(F)F)N1C(=O)c2ccccc2C1=O (stereo not drawn)
    /	-6	2.4	/	87	0	/	0	/
41: S=C(NC1CCCCC1)N1CCCCC1
    6	-21	1.4	1	93	-3	3	1	-3
42: CN(c1ccccc1)S(=O)(=O)c1nnc(NC(=O)c2ccco2)s1
    -2	0	3.0	13	113	1	-2	3	9
43: CSc1ccc(S(=O)(=O)Nc2c(C)cccc2C)cc1
    2	3	0.0	2	102	2	5	-16	1
44: Cc1c(O)c(=O)n(-c2ccccc2)n1C
    2	/	-1.5	9	91	-1	-2	21	3
45: CCOc1ccc(NC(=O)CN(C)C(=O)CCc2ccccc2Cl)cc1OCC
    0	5	-0.6	-2	100	-2	-4	5	2
46: Cc1ccc(N=Cc2c(C)[nH]n(-c3nc4ccccc4[nH]3)c2=O)cc1
    1	-1	2.5	-2	105	15	-3	-11	6
47: COc1ccc(-c2cc(-c3ccco3)[nH]c(=O)c2C#N)cc1OC
    2	5	1.5	2	100	-2	12	2	-6
48: O=C(NCc1ccco1)c1ccc2[nH]c(=O)c(=O)[nH]c2c1
    2	13	3.0	0	83	-3	3	12	3
49: CCc1ccc(OCC(=O)NNC(=O)c2cc3ccccc3o2)cc1
    -10	5	1.9	7	107	-1	-4	3	24
50: Cc1ccccc1-n1nnnc1SCCCC(=O)c1ccc(F)cc1
    2	-10	0.5	-1	101	-1	0	21	-3
51: CCOC(=O)C1=C(CC)OC(N)=C(C#N)C1c1ccc(F)cc1F (stereo not drawn)
    -13	5	-1.3	-1	97	-2	-3	5	-1
52: CN1CCN(C(=O)C2=C[C@H](c3ccc(C(F)(F)F)cc3)C[C@H](OCCCCO)O2)CC1
    0	-3	-0.2	-6	103	-6	0	14	2
53: O=C(c1cccs1)N1CCCC(N2CCN(c3cccc(C(F)(F)F)c3)CC2)C1 (stereo not drawn)
    3	9	1.1	4	109	-5	-1	-7	-6
54: CCCCN1C(=O)C(=O)N(CC(=O)c2ccc3c(c2)OCO3)C1=O
    1	0	2.3	-4	98	-4	2	6	10
55: CC1=C(C(=O)OC(C)C)C(c2cccnc2)n2ncnc2N1 (stereo not drawn)
    -5	4	3.0	-14	85	4	-4	-14	3
56: O=C(Nc1cccc(S(=O)(=O)N2CCCCC2)c1)C1=NN(c2ccccc2)C(=O)CC1
    /	0	3.5	/	93	-1	/	4	/
57: O=C(Nn1cnnc1)c1ccc([N+](=O)[O-])cc1
    -4	5	1.2	4	109	-4	-4	4	1
58: COC(=O)c1cc(C)sc1NC(=O)CSc1ncccn1
    -5	-7	3.7	0	99	-5	2	-18	-4
59: CN(C)CCCN1c2ccccc2CCc2ccc(Cl)cc21
    -1	-14	1.0	-18	92	1	-3	-2	3
60: CCn1c(SCC(=O)Nc2cc(C)on2)nnc1-c1ccncc1
    -2	-9	3.5	-9	97	-2	2	-7	-10

(next part)
Every second line gives: Fh CTSL1 inh	GASC-1 inh	PP5 inh	HCV core dimer	Yeast superoxide	PP1 inh	TPT1 inhibitor	ZTA DNA inh	EBNA-1 inh
61: O=C(O)c1cc(N/N=C/c2ccc(OCc3ccccc3)cc2)ccc1Cl
    -5	2	0.4	7	84	3	-1	-2	3
62: Cc1ccc(NC(=O)CN2CCN(c3ccccn3)CC2)c(Cl)c1
    -9	-4	4.5	9	82	1	0	3	-8
63: COC(=O)/C(C#N)=C/c1c[nH]c2ccccc12
    3	-1	-0.9	3	92	-1	2	4	3
64: COc1cc(C(=O)NCC(=O)N2CCN(S(=O)(=O)c3ccccc3)CC2)cc(OC)c1OC
    -1	-10	3.2	-1	122	-5	-8	-7	-4
65: O=C1CCC([N+](=O)[O-])C(c2ccc(C(F)(F)F)cc2)N1 (stereo not drawn)
    1	-18	-0.1	0	102	-2	2	-19	-7
66: Cc1nc2ccccc2n1C(=O)c1ccc(Cl)cc1[N+](=O)[O-]
    -3	3	-0.9	-6	112	0	2	-3	1
67: COc1ccc(OCc2cc(C(=O)N(C)Cc3nccn3C)no2)c2ccccc12
    -1	-26	1.6	-3	101	1	-1	-3	0

Not a hit list; overall some 3.1% were active at least once.
